IEC-6 cytotox – cytotoxicity in IEC-6 intestinal epithelial cells, primary screen, cytotoxicity control for KLF5 inhibitor project, cell-based, luminescence; IEC-6 cytotoxicity, luminescence viability; inhibition, % at 5 µM; hit rate 0.78% among 290,000; AID 1825, 2009; in the data active = inhibition above about 22%;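 note: 0% = plate median of test compound wells and 100% = cytotoxic reference compound wells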
Platelet DG rel – inhibitors of platelet dense granule secretion, primary screen, cell-based, MLPCN, human platelets; human platelet-rich plasma, SFLLRN dense granule ATP release, luminescence; inhibition, %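 (compounds screened at 7.5 µM in platelet-rich plasma)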; hit rate 0.22% among 300,000;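 active = mean replicate score, as percent of positive control, at or above 50; inconclusive = mean below 50 but at least one replicate at or above 50; inactive = mean and every replicate below 50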
HSF-1 act – HSF-1 activators, primary screen, NIH3T3-HGL cells, MG132 stress, luminescence, single point | AID 504408, 2011 | hit rate 1.7% among 300,000 | NIH3T3-HGL HSF-1 luciferase reporter, 8 h; 100% = twice DMSO control signal | activation, % at 9 µM;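 active = mean replicate activation of at least 50% with a set share of replicates each reaching 50%; inconclusive = only one of those two conditions met; inactive = mean below 50% and too few replicates reaching it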;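 note: 0% = median of the neutral control wells and 100% = twice that signal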
HIF act – HIF pathway transcriptional activators, primary screen, cell-based, U2OS HRE-luciferase, luminescence; U2OS HRE-luciferase reporter; normalized: DMSO 0%, desferrioxamine 100%; activation, % at 7.5 µM (by protocol); hit rate 0.32% among 300,000; AID 1910, 2009;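 active = mean activation of at least 10% of the iron chelator positive control signal, with at least half of replicates also reaching 10%; inconclusive = mean and replicate majority disagree about reaching 10%; inactive = mean and most replicates under 10%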
HSF1 inhib – HSF1 inhibitors in luciferase reporter cells, primary screen, cell-based, NIH3T3, luminescence; NIH3T3-HGL HSE-luciferase, MG132-induced, luminescence 8 h; stronger effect = lower value; activity change, negative = inhibition, % at 7.5 µM (by protocol); hit rate 0.77% among 300,000; AID 2098, 2009;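 active = more than half of replicate wells show activity change below -50%, luminescence cut by over half; inconclusive = some wells, but at most half, below -50%; inactive = no replicate well below -50%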;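 note: luciferase reports HSF-1 transcriptional activity via heat shock element; 0% = median of DMSO wells and -100% = zero luminescence signal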
SKKanGAS inh – S. pyogenes SKKanGAS growth inhibitors in kanamycin, primary screen, streptokinase expression inhibitor project, SKKanGAS strain, BacTiter-Glo luminescence; hit rate 1.3% among 300,000; 6 h; inhibition, % at 7.5 µM;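 active = mean replicate score, as percent of positive control median, at least 50; inconclusive = mean below 50 but one replicate at or above 50; inactive = mean and every replicate below 50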;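 note: strain carries kanamycin resistance gene driven by streptokinase promoter and grows in 40 µg/ml kanamycin; loss of luminescence reflects streptokinase promoter inhibition or plain growth inhibition; 0% = median of DMSO wells and 100% = positive control at its reference dose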
HSP90 refold inh – HSP90 inhibitors, primary screen, cell lysate, luminescence; Heat shock protein HSP 90 (rabbit reticulocyte lysate; luciferase refolding); Rabbit reticulocyte lysate, luciferase refolding luminescence, 3 h; inhibition, % at 5.6 µM; hit rate 0.91% among 290,000; AID 1789, 2009;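 active = inhibition above the screen-wide mean plus 3 SD, computed separately per campaign, cut at about 16% in these data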;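 note: 0% = DMSO wells and 100% = 60 µM geldanamycin wells; inhibitors lower the luminescence because luciferase stays unfolded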
AI-2 QS mod – Vibrio harveyi AI-2 quorum sensing modulators, primary screen, JMH597 strain, luminescence/OD600 ratio | activity change, % at 7.5 µM | hit rate 0.4% among 300,000 | AID 2094, 2009 | Vibrio harveyi JMH597 AI-2 luminescence/OD600 ratio, 9 h; stronger effect = lower value; strain lacks LuxN and CqsS sensors; 0 = neutral-control median; in the data active = activity change below about -75%, passing the limit was not always enough; inconclusive = no clear call, values can overlap the other calls;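 note: luminescence divided by OD600 gain over 9 h not by final OD600 alone; inactives centre near 13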
aSyn UTR inh – MLPCN primary screen, SNCA 5' untranslated region | AID 1813, 2009 | alpha-synuclein 5'UTR reporter, inhibitor activity | hit rate 0.82% among 300,000 | inhibition, % (tested at 7.5 µM); in the data active = inhibition above about 60%; inconclusive = no clear call, values can overlap the other calls;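 note: H4 neuroglioblastoma cells stably carrying SNCA 5'UTR luciferase fusion; 0% = DMSO wells and 100% = positive control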
KLF5 inhibitor – KLF5 expression inhibitors, primary screen, DLD-1 cells, luminescence; DLD-1 KLF5 promoter-luciferase reporter; inhibition, % at 5 µM; hit rate 0.23% among 290,000; AID 1700, 2009;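 active = inhibition above a per-plate limit of that plate's mean compound inhibition plus 3 SD, cut at about 60% in these data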;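 note: 0% = DMSO wells and 100% = LY294002 at 200 µM; higher means less KLF5 promoter-driven luciferase light; inactives centre near -14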
Numbers without * were called inactive; u = inconclusive; x = not tested or not shown.

SMILES | IEC-6 cytotox | Platelet DG rel | HSF-1 act | HIF act | HSF1 inhib | SKKanGAS inh | HSP90 refold inh | AI-2 QS mod | aSyn UTR inh | KLF5 inhibitor
COc1ccc(C2c3ccc(O)cc3Oc3ncn(CCN4CCOCC4)c(=N)c32)cc1OC (stereo unspecified) | -4 | 0 | -12 | -0.1 | 5 | 3 | 8 | 10 | 15 | -3
O=C(CSCc1cnn(-c2ccccc2)c1-n1cccc1)NCc1ccccn1 | -8 | 2 | 9 | -0.2 | 5 | -4 | -8 | -10 | 28 | 17
COC(=O)c1c(-c2ccc(Br)cc2)csc1NC(=O)Cc1ccc(OC)c(OC)c1 | -1 | 5 | 6 | -0.4 | 6 | 9 | 3 | 14 | -6 | -32
Cc1cc(NC(=O)COC(=O)COc2cccc3c2OC(C)(C)C3)no1 | -1 | -2 | 0 | -0.4 | -6 | -2 | 4 | 7 | 1 | -16
CCN(CC(=O)Nc1c(F)cccc1F)C(=O)c1ccc(NC(=O)CC2SC(N3CCCC3)=NC2=O)cc1 (stereo unspecified) | x | 1 | 10 | 0.4 | -3 | 1 | x | 28 | -5 | x
Cc1nc2ccccn2c1C(=O)NC1CCCCC1 | 0 | -14 | -7 | 0.9 | -5 | -18 | -3 | 2 | -9 | -10
COc1ccccc1N1CCN(C(c2cccs2)C(C)NC(=O)C(=O)N2CCCCC2)CC1 (stereo unspecified) | -8 | -17 | -2 | 0.4 | 4 | -1 | 2 | 18 | -7 | -30
CCC(=O)C1CCCN(C(=O)CCc2nnc(-c3ccc(C(C)=O)s3)o2)C1 (stereo unspecified) | 2 | 6 | 28 | 3.4 | 22 | 0 | 0 | 9 | -88 | -118
C[C@H](NC(=O)[C@H]1N2C(=O)c3ccccc3C2SC1(C)C)C(=O)N1CCN(C)CC1 (stereo partly specified) | -3 | -2 | 6 | 0.4 | -6 | -12 | -1 | -7 | 13 | -7
CCNCc1cc(OCC)c(OCC(=O)NCCc2ccccc2)cc1Cl | 1 | -7 | 14 | 0.3 | 3 | -9 | 2 | 13 | -3 | -9
CC1=NCCN1S(=O)(=O)c1ccc(Br)c(C)c1 | 1 | 1 | 3 | 0.0 | 3 | -10 | 2 | 13 | -11 | -23
COc1cc(OC)c(OC)cc1/C=N/NC(=S)NCCN1CCOCC1 | 8 | 0 | -1 | -0.3 | -4 | -7 | 4 | 8 | 2 | -14
CCOc1ccccc1-c1nnc(SCC(=O)NC2CC3CCC2C3)n1CC (stereo unspecified) | -1 | 3 | 4 | -0.6 | 10 | 2 | -4 | 9 | 42 | -7
CC(C)N(Cc1ccccc1)C(=O)COc1ccccc1 | 0 | -2 | -5 | 1.0 | -2 | 4 | 12 | 1 | 2 | 10
COc1ccc(C(=O)Nn2c(SCC(=O)NCc3ccco3)nc3ccccc3c2=O)cc1 | 6 | 9 | -76 | -36 | -75* | 1 | 56* | 16 | 81* | -80
O=[N+]([O-])c1ccc(OCCn2cnc3ccccc32)cc1 | -5 | 2 | 6 | 0.2 | 15 | 0 | 4 | u | 11 | 20
Cc1cccc(N(CC(=O)NCc2ccco2)C(=O)CCC(=O)Nc2nccs2)c1C | -6 | -1 | -2 | 0.6 | -1 | -5 | 3 | 19 | 3 | -18
CCCCNC(=O)c1onc(CSc2ccc(C(C)C)cc2)c1C(=O)O | 2 | 14 | 11 | -0.7 | -1 | u | -4 | 15 | 12 | -11
CC(C)(C)c1ccc(C(=S)N2CCN(c3ccccc3)CC2)cc1 | 3 | 1 | -4 | 0.0 | -4 | 18 | 0 | 16 | 4 | 20
Cc1cccc(NC(=S)NC2CC3CCCC(C2)N3Cc2ccccc2)c1C (stereo unspecified) | 2 | 23 | 5 | -0.6 | -1 | -2 | -2 | 8 | -4 | -5
Cc1cc(=O)oc(C)c1C(=O)N1CCN(C(c2ccccc2)c2ccccc2)CC1 | -4 | -14 | -4 | 0.2 | 0 | 2 | 2 | 3 | 22 | 4
O=C(O)CCCN(Cc1cccc(Br)c1)S(=O)(=O)c1ccc(Br)cc1 | 0 | -3 | -8 | -0.4 | 9 | 15 | -4 | -4 | 24 | -4
O=C(CSCc1ccc([N+](=O)[O-])cc1)Nc1ccc(S(=O)(=O)N2CCCCCC2)cc1 | -1 | -8 | 19 | -0.7 | 14 | -6 | -1 | 19 | 0 | -17
O=S(=O)(c1ccccc1)N1CCN(C(=S)Nc2ccccc2)CC1 | 6 | x | x | x | x | x | 1 | -2 | x | -32
COc1ccc(-c2nc(CN3CCN(c4ncnc5ccccc45)CC3)c(C)o2)c(OC)c1 | 3 | -8 | -2 | 0.0 | -12 | -7 | 2 | 7 | -7 | -22
CN(Cc1ccccc1)CC(O)COc1ccc(CNCCOc2cccnc2)cc1 (stereo unspecified) | -4 | -3 | -20 | 0.1 | 3 | -1 | 2 | -1 | -24 | -2
Cn1nnnc1SCC(=O)Nc1ccccc1Br | 7 | -21 | -3 | -0.1 | -8 | -5 | 1 | 17 | -4 | -25
CC(=O)c1ccc2c(c1)OCCOCCOCCOCCO2 | 2 | -9 | -5 | -0.2 | 3 | -2 | -2 | 5 | 23 | -33
CCN(CC)CCN1C(=O)c2oc3ccccc3c(=O)c2C1c1ccc(C)cc1 (stereo unspecified) | -1 | -12 | 13 | 0.2 | 2 | 6 | -1 | 17 | 8 | -24
COc1ccc(-c2nc(N3CCC(C)CC3)[nH]c(=O)c2C#N)cc1 | 4 | 14 | -2 | -0.3 | 0 | 12 | 2 | 22 | 24 | -7
O=c1cc(N2CCCCC2)c2ccccc2o1 | 7 | 0 | 0 | 0.0 | -7 | -6 | 4 | 18 | 11 | -2
Nc1nc2nccc(-c3ccco3)n2n1 | 1 | -4 | 3 | -0.6 | 2 | 2 | 2 | 34 | 7 | -2
Nc1nnnn1/N=C\c1ccc(Cl)c([N+](=O)[O-])c1 | 2 | 4 | u | 0.2 | 14 | -1 | 0 | 25 | -10 | -39
CCOc1ccc(N(CC(=O)NC2CCCCC2)S(=O)(=O)c2ccccc2)cc1 | 3 | -2 | 7 | 0.0 | -1 | -4 | 4 | x | 5 | -4
CCC1ON(C(C)C)C2c3nc4ccccc4n3CC12 (stereo unspecified) | x | 0 | -4 | -1.1 | 1 | 1 | x | 35 | -4 | x
COCCCn1c(SCC(=O)Nc2oc(C)c3c(C)n[nH]c(=O)c23)nc2sc3c(c2c1=O)CCC3 | x | -1 | 0 | -0.4 | -1 | 6 | x | 8 | -9 | x
CC1(c2ccccc2)NC(=O)N(CC(=O)Nc2cccc(C#N)c2)C1=O (stereo unspecified) | 5 | 10 | 1 | -0.6 | 1 | -6 | 7 | -95* | -11 | -11
C=CCN1C(=O)c2ccc(C(=O)OCC(=O)N(C)C3CCCCC3)cc2C1=O | 3 | -14 | -2 | -0.4 | -7 | -3 | -3 | 10 | -3 | -2
COc1ccc(C2C(C(=O)O)CC(=O)N2c2ccc(OC)cc2)cc1 (stereo unspecified) | -2 | 6 | -5 | -0.6 | -4 | 9 | 1 | 12 | -1 | -12
Nc1ccc(Cl)c(S(=O)(=O)Nc2cccc(Cl)c2)c1 | -5 | -11 | 14 | -0.4 | 4 | -16 | -3 | 2 | -1 | -9
Cc1cc(Oc2ccc(OCC(N)=O)nn2)nc(Cl)n1 | -3 | 0 | 12 | 0.0 | -3 | 0 | 0 | 26 | -17 | -16
Fc1ccc2c(c1)c1n[nH]c(=S)nc1n2CCc1ccccc1 | 20 | 5 | 13 | -0.9 | 5 | 4 | 5 | 10 | 16 | -15
Cc1ccc(N2C(=O)CC(Sc3ncccn3)C2=O)cc1C (stereo unspecified) | 4 | 6 | -16 | 1.4 | -4 | 1 | -4 | 8 | -1 | -18
C/C(=N\NC(=O)c1ccc(Cl)cc1)c1cccs1 | 5 | 30 | 34 | -2.7 | 14 | 2 | 3 | 9 | -20 | -101
Cc1ccc2nc(C)c(C(=O)NN=C3CCCCCC3)n2c1 | 9 | -2 | -38 | 2.4 | -27 | -8 | -2 | 19 | -16 | -9
c1ccc(-c2cn(C[C@H]3CC[C@H](Cn4cc(-c5ccccn5)nn4)O3)nn2)nc1 | 1 | -3 | -11 | -0.3 | -4 | 1 | 1 | 8 | 0 | -14
COc1ccc(C2SCCN2S(=O)(=O)c2ccccc2)cc1 (stereo unspecified) | 1 | 19 | -7 | 0.9 | -5 | 0 | 2 | 17 | 11 | 7
COC(=O)c1sc2nc(C)c([N+](=O)[O-])c(C)c2c1N | 4 | -3 | 1 | 0.4 | -3 | -14 | -5 | 26 | -55 | -26
C[C@@H](NC(=O)[C@@H]1Cc2ccccc2CN1)C(=O)NC1CCCC1 | 0 | 10 | 16 | -0.3 | 0 | 1 | -1 | 3 | -13 | -38
Cc1[nH]nc(-c2ccc(O)c(C)c2O)c1-c1cnn(-c2ccccc2)c1 | 1 | -8 | 67* | 0.1 | 29 | -16 | -2 | 30 | 1 | -12
O=C(COC(=O)/C=C/c1ccc(OC(F)F)cc1)NC1CCCCC1 | x | 0 | -1 | -0.4 | -7 | 8 | x | 23 | -5 | x
CC(=O)c1cc2cc(O)ccc2o1 | 3 | 5 | 11 | 0.9 | -8 | -4 | -3 | 28 | -3 | -15
O=C(NCCc1ccccc1F)C(=O)Nc1nccs1 | -1 | 6 | 22 | 2.1 | 9 | -1 | 2 | 34 | -122 | -34
Cc1cc(C)c(OCC(=O)Nc2nc3ccccc3[nH]2)c(C)c1 | -8 | -2 | 13 | 2.2 | 1 | 24 | -8 | 17 | -24 | -41
CSc1ncc(C(=O)Nc2cccc(C)c2C)c(C)n1 | -2 | -6 | 5 | 1.3 | -3 | 1 | 4 | 12 | -8 | -42
CC(/C=N/NC(=O)c1cc(-c2cccn2C)n[nH]1)=C\c1ccccc1 | -5 | -1 | -10 | 0.4 | -1 | 28 | 6 | 18 | -3 | -34
ClC(/C=N/n1cnnc1)=C/c1ccccc1 | 1 | -2 | 42 | 0.8 | 17 | -5 | 0 | 42 | -34 | 1
Cc1noc(C)c1CSc1nnc(-c2ccncc2)n1-c1cccc(Cl)c1C | 6 | 1 | 7 | -0.5 | 4 | -7 | 3 | 13 | 16 | 4
CN1CCN(C(=O)c2cnn(-c3ccccc3)c2NC(=O)c2ccccc2Cl)CC1 | 6 | 8 | 1 | -0.4 | -5 | -4 | -3 | 17 | 10 | -15

Screens (PubChem)
